Screening data: PubChem BioAssay, National Center for Advancing Translational Sciences (NCATS)
Tau FP inhib – qHTS for Inhibitors of Tau Fibril Formation, Fluorescence Polarization; Microtubule-associated protein tau (Homo sapiens), P10636; K18 P301L tau heparin fibrillization, Alexa594 FP, 6 h; Potency, µM (highest dose often 57.7 µM), for inactives: top-dose activity, negative = inhibition, hits mostly inhibitors; 280,000 compounds, 0.39% hits; AID 1468, 2008; further: on the % scale 0 is the no-effect control and ±100 the full control effect; nearly all actives have a fitted effect of over 55% in size
Target sequence (P10636 561-689 P618L limits assumed): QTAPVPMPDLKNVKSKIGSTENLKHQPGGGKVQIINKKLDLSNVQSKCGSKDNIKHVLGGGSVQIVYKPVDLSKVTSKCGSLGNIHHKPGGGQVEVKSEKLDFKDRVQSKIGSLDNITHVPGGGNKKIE
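Steps: dispense K18 P301L tau (15 uM plus 0.24 uM Alexa 594 tracer, final) in pH 7 sodium acetate; add compound; add heparin (20 uM final); incubate 6 hr, 37 C; add ThT (30 uM final); after 1 hr ambient, read FP.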
SMN2 splice enh – qHTS Assay for Enhancers of SMN2 Splice Variant Expression; HEK293 SMN2-luciferase splicing reporter, luminescence, 30-36 h; AID 1458, 2008; 210,000 compounds, 2.8% hits; Potency, µM (doses to about 46.1 µM), for inactives: at the highest dose activity change, positive = activation, hits mostly activators; further: % of control where 0% means no effect; nearly all actives have a fitted effect of over 55% in size
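HEK293 cells carry an SMN2 minigene-luciferase reporter in which exon 7 inclusion puts luciferase in frame. Cells were seeded at 2000 cells/well, attached for 10-12 hours, then exposed to compounds for 30-36 hours at 37C before ONE-Glo luminescence.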
ALDH1A1 inh – qHTS Assay for Inhibitors of Aldehyde Dehydrogenase 1 (ALDH1A1) | Potency, µM (titrated, usually from 75.3 µM), for the others: top-dose activity, negative = inhibition, most hits filed as inhibitors | 220,000 compounds, 7.3% hits | Purified ALDH1A1, NADH fluorescence, propionaldehyde substrate; active means well fitted inhibition curve with a large enough effect, not every such curve was filed as active; inconclusive means small, poorly fitted or top-dose-only effect, or another doubt; inactive means no such curve, though single readings can be large or run the other way;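 further: plate controls were no enzyme wells and a reference inhibitor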
Target sequence (P00352 whole entry, looked up): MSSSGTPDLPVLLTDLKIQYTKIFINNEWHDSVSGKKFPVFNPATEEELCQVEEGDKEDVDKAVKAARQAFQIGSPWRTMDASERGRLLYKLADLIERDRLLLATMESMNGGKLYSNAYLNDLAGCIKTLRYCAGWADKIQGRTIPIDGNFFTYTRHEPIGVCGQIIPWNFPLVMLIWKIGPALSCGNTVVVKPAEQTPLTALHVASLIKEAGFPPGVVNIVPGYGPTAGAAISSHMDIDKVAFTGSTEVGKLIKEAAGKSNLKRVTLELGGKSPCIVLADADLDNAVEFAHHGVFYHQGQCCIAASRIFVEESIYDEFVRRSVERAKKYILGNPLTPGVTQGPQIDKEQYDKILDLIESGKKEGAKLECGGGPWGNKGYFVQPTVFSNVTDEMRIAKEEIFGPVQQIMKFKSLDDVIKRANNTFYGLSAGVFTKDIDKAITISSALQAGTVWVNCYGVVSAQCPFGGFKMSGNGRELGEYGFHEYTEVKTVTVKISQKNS
HttQ103 aggreg – qHTS Multiplex Assay to Identify Dual Action Probes in a Cell Model of Huntington: Aggregate Formation (GFP); PC12 HttQ103-GFP aggregates, Acumen cytometry, 40 h; Potency, µM (doses to about 46.1 µM), without a hit: at the top dose activity change, negative = inhibition, hits mostly inhibitors; 220,000 compounds, 1.1% hits; further: on the % scale 0 is the no-effect control and ±100 the full control effect; nearly all actives have a fitted effect of over 60% in size
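Using laser scanning cytometry, GFP-positive aggregates were counted after lysis of PC12 cells induced with 100 nM tebufenozide to express HTT exon 1 Q103–GFP. Compounds were tested in titration.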
Tau fluor cs – Counterscreen qHTS for Inhibitors of Tau Fibril Formation, Fluorescence Polarization | 280,000 compounds, 0.93% hits | Potency, µM (titrated, usually from 57.7 µM), for the others: top-dose activity change, negative = decrease | tau K18 P301L Alexa594 fluorescence, heparin fibrillization; further: on the % scale 0 is the no-effect control and ±100 the full control effect; nearly all actives have a fitted effect of over 55% in size
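Human K18 P301L tau (15 uM unlabeled plus 0.24 uM Alexa 594-labeled, final) in 100 mM sodium acetate pH 7 was mixed with compound and 20 uM heparin and incubated 6 hr at 37 C.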
JMJD2E inh – qHTS Assay for Inhibitors of Human Jumonji Domain Containing 2E (JMJD2E); Potency, µM (highest dose often 57.1 µM), inactives show at the top dose activity change, negative = inhibition, hits mostly inhibitors; 230,000 compounds, 1.6% hits; Lysine-specific demethylase 4E (Homo sapiens), B2RXH2; JMJD2E catalytic domain, FDH-coupled NADH fluorescence (FDH is formaldehyde dehydrogenase); active means well fitted inhibition curve with a large enough effect, not every such curve was filed as active; inconclusive means small, poorly fitted or top-dose-only effect, or another doubt; inactive means no such curve, though single readings can be large or run the other way;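 further: 0% = wells with enzyme and -100% = buffer wells without enzyme; nearly all actives have a fitted effect of over 50% in size; many of its hits are not listed in these tables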
Target sequence (B2RXH2 1-337 limits assumed): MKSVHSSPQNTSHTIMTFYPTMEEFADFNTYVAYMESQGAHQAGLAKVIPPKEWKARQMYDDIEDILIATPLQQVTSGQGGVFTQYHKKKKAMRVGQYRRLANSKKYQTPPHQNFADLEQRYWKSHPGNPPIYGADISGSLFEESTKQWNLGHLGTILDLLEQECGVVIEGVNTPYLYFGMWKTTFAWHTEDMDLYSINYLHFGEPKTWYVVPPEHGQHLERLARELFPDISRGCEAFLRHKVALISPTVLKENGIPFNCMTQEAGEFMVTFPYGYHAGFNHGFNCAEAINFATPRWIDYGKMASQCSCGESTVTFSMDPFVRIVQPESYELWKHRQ
Tau fibril ThT – qHTS for Inhibitors of Tau Fibril Formation, Thioflavin T Binding; recombinant tau K18 P301L (four-repeat tau fragment), heparin-induced fibrillization, ThT fluorescence; 270,000 compounds, 2.1% hits; AID 1460, 2008; Potency, µM (highest dose often 57.4 µM), without a hit: at the top dose activity, negative = inhibition, most hits filed as inhibitors; Microtubule-associated protein tau (Homo sapiens), P10636; further: on the % scale 0 is the no-effect control and ±100 the full control effect; nearly all actives have a fitted effect of over 55% in size
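Heparin-induced (20 uM) aggregation of recombinant human K18 P301L tau, 15 uM unlabeled with 0.24 uM labeled, pH 7 acetate buffer, 6 hr at 37 C with compound. Fibrils quantified by 30 uM ThT fluorescence after 1 hr ambient incubation.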
HTT ATP protect – qHTS Multiplex Assay to Identify Dual Action Probes in a Cell Model of Huntington: Cytoprotection (ATP); Potency, µM (titrated, usually from 56.4 µM), inactives show cytoprotection (ATP increase), actives largely listed as activators; PC12 HTT-Q103 induced, cytoprotection, ATP luminescence, 40 h; 230,000 compounds, 0.14% hits;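 further: % of control where 0% means no effect; nearly all actives have a fitted effect of over 45% in size; toxic huntingtin expression switched on by the ecdysone agonist tebufenozide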
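PC12 cells with ecdysone-inducible HTT exon 1 Q103-GFP, induced with 100 nM tebufenozide and co-treated with library compounds in a dose series (1536-well, 1500 cells/well). Cytoprotection read as ATP content by ATPlite luminescence.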
* hit, by the source's call; & = joins results of further samples; [ ] = another dose, or the depositor's remark. Unless noted, the call rests on the fitted dose curve; in most records, active means well fitted curve in the direction sought with a large enough effect; inconclusive means small, poorly fitted or top-dose-only effect, or another doubt; inactive means no such curve, though single readings can be large; an effect the other way counts as inactive or inconclusive. Potency means the concentration at half of the fitted maximal effect. An excerpt (hit frequency here may not be typical).

Results for O=C(CCN1CCN(c2ccccc2)CC1)Nc1ccc(Cl)cc1 ?
Tau FP inhib: -6%; SMN2 splice enh: -17%; ALDH1A1 inh: -4%; HttQ103 aggreg: 4%; Tau fluor cs: -3%; JMJD2E inh: 0%; Tau fibril ThT: 1%; HTT ATP protect: 2%[10 µM]

How did O=C(O)CCC(CNS(=O)(=O)c1ccccc1)C(F)(F)F (stereo not given) do in these assays?
Tau FP inhib: 0%; SMN2 splice enh: 1%; ALDH1A1 inh: 10%; HttQ103 aggreg: 3%; Tau fluor cs: -2%; JMJD2E inh: 1%; Tau fibril ThT: -4%; HTT ATP protect: -28%

What do the screens show for `O=C(CCc1ccccc1)NCC(=O)N/N=C/c1ccc(O)cc1O`?
Tau FP inhib: 1%; HttQ103 aggreg: -19%[9.22 µM]; Tau fluor cs: -22%; JMJD2E inh: 6.3µM*; Tau fibril ThT: -23%; HTT ATP protect: -1%[10 µM]

Results for CCNC(=O)CSc1nc(-c2ccccc2)cs1 ?
Tau FP inhib: 1%; SMN2 splice enh: 17%; ALDH1A1 inh: 0%; HttQ103 aggreg: -18%; Tau fluor cs: 3%; JMJD2E inh: 0%; Tau fibril ThT: -1%; HTT ATP protect: -55%[inhibitor]

How did CC(=NCCCn1ccnc1)c1c(O)n(Cc2ccccc2)c(=O)[nH]c1=O do in these assays?
Tau FP inhib: -6%; SMN2 splice enh: -1%; ALDH1A1 inh: -11%; HttQ103 aggreg: 8%[9.22 µM]; Tau fluor cs: -7%; JMJD2E inh: 0%; Tau fibril ThT: -3%; HTT ATP protect: 3%

What do the screens show for `O=c1c2ccccc2nc2sc3ccccc3n12`?
Tau FP inhib: 8%; SMN2 splice enh: 14µM*; ALDH1A1 inh: -15%; HttQ103 aggreg: 3%; Tau fluor cs: 0%; JMJD2E inh: inconclusive; Tau fibril ThT: -8%; HTT ATP protect: -10%[10 µM]

What do the screens show for `COc1ccc(OC)c(S(=O)(=O)N(C)CC(=O)Nc2cc(Cl)ccc2OC)c1`?
Tau FP inhib: -4%; SMN2 splice enh: -28%; ALDH1A1 inh: inconclusive; HttQ103 aggreg: -3%; Tau fluor cs: -19%; JMJD2E inh: -1%; Tau fibril ThT: -8%; HTT ATP protect: 27%[10 µM]

What do the screens show for `CC(C)Cn1c(N)c(C(=O)COC(=O)/C=C/c2cccs2)c(=O)n(C)c1=O`?
Tau FP inhib: -3%; ALDH1A1 inh: -4%; HttQ103 aggreg: -13%[9.22 µM]; Tau fluor cs: -25%; JMJD2E inh: -2%; Tau fibril ThT: -9%; HTT ATP protect: 16%[10 µM]

Results for N/C(=N\OC(=O)CCc1ccccc1)c1ccc(Br)cc1 ?
Tau FP inhib: 6%; SMN2 splice enh: 6%; ALDH1A1 inh: -4%; HttQ103 aggreg: -11%; Tau fluor cs: -14%; JMJD2E inh: -2%; Tau fibril ThT: -16%; HTT ATP protect: 10%

Results for Cn1c(=O)c2c(nc(SCCN3CCOCC3)n2Cc2ccccc2)n(C)c1=O ?
Tau FP inhib: 0%; SMN2 splice enh: -36%[inhibitor]; ALDH1A1 inh: -8%; HttQ103 aggreg: -14%; Tau fluor cs: -1%; JMJD2E inh: 12%; Tau fibril ThT: -3%; HTT ATP protect: 9%[1.9 µM]

What do the screens show for `O=C(NCc1ccco1)c1ccc(N2CCCC2=O)cc1`?
Tau FP inhib: -7%; SMN2 splice enh: 1%; ALDH1A1 inh: -5%; HttQ103 aggreg: 21%; Tau fluor cs: 1%; JMJD2E inh: 1%; Tau fibril ThT: -12%; HTT ATP protect: -27%

How did COc1cc2c(cc1OC)C(C)N(C(=O)c1cc3ccccc3o1)CC2 (stereo not given) do in these assays?
Tau FP inhib: -2%; SMN2 splice enh: 11%; ALDH1A1 inh: 16%; HttQ103 aggreg: inconclusive; Tau fluor cs: -13%; JMJD2E inh: 12%; Tau fibril ThT: -14%; HTT ATP protect: -18%

What do the screens show for `O=C(CCn1c(=O)[nH]c2ccsc2c1=O)NCc1ccc(F)cc1`?
Tau FP inhib: 3%; SMN2 splice enh: 1%; ALDH1A1 inh: 7%; HttQ103 aggreg: 7%; Tau fluor cs: 5%; JMJD2E inh: 10%; Tau fibril ThT: 0%; HTT ATP protect: -43%[inhibitor]

What do the screens show for `C=C1[C@@H](C)C2[C@H](Cc3ccccc3)NC(=O)[C@]23OC(=O)CC[C@H](O)CCC[C@H](C)C/C=C/[C@H]3[C@@H]1O` (stereo not given in full)?
Tau FP inhib: -8%; HttQ103 aggreg: -25%[9.22 µM]; Tau fluor cs: 1%; JMJD2E inh: -3%; Tau fibril ThT: -8%; HTT ATP protect: -55%[inhibitor][10 µM]

What do the screens show for `CCc1ccc(NC(=O)Cn2cnc3sc(C)c(S(=O)(=O)N4CCN(c5ccccc5OC)CC4)c3c2=O)cc1`?
Tau FP inhib: 3%; SMN2 splice enh: 16%; Tau fluor cs: inconclusive; Tau fibril ThT: -13%

What do the screens show for `COc1ccc(N(C)S(=O)(=O)c2cccc3cccnc23)c(OC)c1`?
Tau FP inhib: inconclusive; SMN2 splice enh: 29%; ALDH1A1 inh: 8%; HttQ103 aggreg: 14%; Tau fluor cs: -18%; JMJD2E inh: 1%; Tau fibril ThT: -6%; HTT ATP protect: -72%[inhibitor]

Results for O=C(NCCCN1CCCC1=O)NC1CCCCC1 ?
Tau FP inhib: 2%; SMN2 splice enh: -5%; ALDH1A1 inh: 12%; HttQ103 aggreg: -3%[9.22 µM]; Tau fluor cs: 0%; JMJD2E inh: 13%; Tau fibril ThT: -4%; HTT ATP protect: 10%

Results for S=c1[nH]nc(Nc2cccc3ccccc23)s1 ?
Tau FP inhib: -3%; HttQ103 aggreg: 4%[9.22 µM]; Tau fluor cs: inconclusive; JMJD2E inh: 25µM*; Tau fibril ThT: inconclusive; HTT ATP protect: 37%[10 µM]

What do the screens show for `O=C(OC(C(=O)NC1CCCC1)c1ccccn1)c1cccs1` (stereo not given)?
Tau FP inhib: -8%; SMN2 splice enh: -19%; ALDH1A1 inh: 6%; HttQ103 aggreg: 24%; Tau fluor cs: -2%; JMJD2E inh: -5%; Tau fibril ThT: -7%; HTT ATP protect: 4%

How did COc1cccc2c(=O)c3ccoc3n(C)c12 do in these assays?
Tau FP inhib: 1%&3%; SMN2 splice enh: 4%; ALDH1A1 inh: inconclusive; HttQ103 aggreg: -13%[9.22 µM]; Tau fluor cs: -15%&5%; JMJD2E inh: inconclusive; Tau fibril ThT: -19%&-6%; HTT ATP protect: 1%

Results for CCOc1ccccc1N1CCN(c2nc3ccccc3nc2C(C#N)C(=O)OC)CC1 (stereo not given) ?
Tau FP inhib: 3%; SMN2 splice enh: -24%; ALDH1A1 inh: -2%; HttQ103 aggreg: 22%; Tau fluor cs: -15%; JMJD2E inh: -6%; Tau fibril ThT: inconclusive; HTT ATP protect: -18%

What do the screens show for `COc1cc(CCC(=O)N2CCN(S(=O)(=O)c3ccc(C)c(C)c3)CC2)cc(OC)c1OC`?
Tau FP inhib: -1%; SMN2 splice enh: -3%; ALDH1A1 inh: inconclusive; HttQ103 aggreg: -10%; Tau fluor cs: -5%; JMJD2E inh: -4%; Tau fibril ThT: -2%; HTT ATP protect: 12%[10 µM]

Results for CCOC(=O)Cc1csc(NC(=O)c2ccc(S(=O)(=O)N(CCOC)CCOC)cc2)n1 ?
Tau FP inhib: -8%; SMN2 splice enh: -22%; ALDH1A1 inh: 15%; HttQ103 aggreg: -2%; Tau fluor cs: -10%; JMJD2E inh: -4%; Tau fibril ThT: -9%; HTT ATP protect: -19%

How did NC1=NC(=O)C(CC(=O)c2ccc(Cl)cc2)S1 (stereo not given) do in these assays?
Tau FP inhib: 3%; SMN2 splice enh: 7%; ALDH1A1 inh: 1%; HttQ103 aggreg: -9%; Tau fluor cs: 2%; JMJD2E inh: 12%; Tau fibril ThT: -8%; HTT ATP protect: -3%[10 µM]

What do the screens show for `O=C(Nc1cc2nn(-c3ccccc3)nc2cc1Cl)c1ccco1`?
Tau FP inhib: 1%; SMN2 splice enh: 11µM*; ALDH1A1 inh: 4%; HttQ103 aggreg: 21%; Tau fluor cs: 16%; JMJD2E inh: inconclusive; Tau fibril ThT: 0%; HTT ATP protect: -11%

Results for CCCOc1ccc(N2CC(C(=O)NC(C)C)CC2=O)cc1 (stereo not given) ?
Tau FP inhib: 6%; SMN2 splice enh: 13%; ALDH1A1 inh: 0%; HttQ103 aggreg: -2%; Tau fluor cs: -10%; JMJD2E inh: -25%; Tau fibril ThT: -1%; HTT ATP protect: -22%[10 µM]

How did CCOC(=O)C1CCCN(C(=S)Nc2cccc(Cl)c2C)C1 (stereo not given) do in these assays?
Tau FP inhib: -6%; SMN2 splice enh: -12%; ALDH1A1 inh: 3%; HttQ103 aggreg: 9%; Tau fluor cs: -11%; JMJD2E inh: 6%; Tau fibril ThT: -2%; HTT ATP protect: 11%[10 µM]

Results for CN(C)CCOC(=O)c1cccc(Br)c1 ?
Tau FP inhib: -8%; SMN2 splice enh: -7%; ALDH1A1 inh: 1%; HttQ103 aggreg: 10%; Tau fluor cs: -13%; JMJD2E inh: 2%; Tau fibril ThT: -9%; HTT ATP protect: 18%

How did Cc1ccc(Cn2nc(C)c(NC(=O)C3CC3)c2C)cc1 do in these assays?
Tau FP inhib: 9%; SMN2 splice enh: 1%; ALDH1A1 inh: 9%; HttQ103 aggreg: 5%; Tau fluor cs: 6%; JMJD2E inh: 0%; Tau fibril ThT: -2%; HTT ATP protect: 6%[10 µM]
